FXN GAA850 act: FXN promoter activators, primary screen, cell-based, luciferase luminescence, HEK293 lucGAA850; HEK293 lucGAA850 FXN promoter luciferase reporter, 24 h; percent of 10 µM SAHA response; activation, % at 6 µM; 0.56% of 360,000 active; AID 540364, 2011;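 active = activation above the average of all compounds screened plus 3 SD, cutoff fixed separately per campaign, cut at about 7.5% in these data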;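 note: 0% = DMSO wells and 100% = 10 µM SAHA wells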
DAX1 inh-1: DAX1 (NR0B1) inhibitors, primary screen, cell-based, HEK293, Gal4-DAX1, luciferase luminescence. Nuclear receptor subfamily 0 group B member 1 (Homo sapiens), P51843. HEK293 Gal4-DAX1 luciferase reporter. inhibition, % at 6.75 µM. 0.99% of 340,000 active. AID 504766, 2011;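 active = inhibition above the mean over all tested compounds plus 3 SD, cut at about 4.2% in these data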;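 note: 0% = DAX1-transfected cells with DMSO and 100% = empty-vector control cells with DMSO; inhibition shows as a rise in luminescence from relieved DAX1 repression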
hgDAF12 agonist: H. glycines DAF-12 receptor agonists, primary screen, cell-based, luminescence, HEK293, GAL4 fusion, UAS-luciferase; 1.8% of 370,000 active; HEK293 GAL4-hgDAF12 UAS-luciferase reporter, agonist luminescence; normalized to butyrate control; Nuclear hormone receptor DAF-12 (Heterodera glycines), GAL4 fusion; activation, % at 6.8 µM;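 active = activation above a cutoff set at the mean of all screened compounds plus 3 SD, cut at about 10% in these data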;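 note: 0% = DMSO wells and 100% = sodium butyrate wells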
sPLA2-III inh: human group III sPLA2 inhibitors, primary screen, biochemical, QFRET, BODIPY PC-A2 liposome substrate; QFRET BODIPY PC-A2 liposome hydrolysis, fluorescence; Group 3 secretory phospholipase A2 (Homo sapiens), Q9NZ20; AID 743126, 2013; 0.56% of 370,000 active; inhibition, % at 12.2 µM;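 active = inhibition above mean plus 3 SD of compounds lying within the high and low control bounds, cut at about 19% in these data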;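 note: 0% = median of test compound wells and 100% = no enzyme DMSO wells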
ADAM17 inh: ADAM17 inhibitors, primary screen, biochemical, QFRET; Disintegrin and metalloproteinase domain-containing protein 17 (Homo sapiens), P78536; recombinant ADAM17, EDANS/DABCYL FRET peptide cleavage; inhibition, % at 6.95 µM; 0.83% of 370,000 active; AID 720648, 2013;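 active = inhibition above the mean of compounds lying between control limits plus 3 SD, set per campaign, cut at about 8.5% in these data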;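 note: 0% = DMSO-only wells as the low control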
hcDAF-12 act: H. contortus DAF-12 nuclear receptor activators, primary screen, cell-based, luminescence, HEK293, lit1-tk-luc reporter. HEK293 hcDAF-12 lit1-tk-luc reporter; 0% DMSO, 100% Δ7-dafachronic acid. activation, % at 6.8 µM. 1.4% of 370,000 active. AID 652067, 2013;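 active = activation above the mean of all tested compounds plus 3 SD, cut at about 5.5% in these data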;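 note: 100% = response to 3 µM Δ7-dafachronic acid high control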
PLCb3 inh: human PLC-beta3 inhibitors, primary screen, biochemical, fluorescence. 1-phosphatidylinositol 4,5-bisphosphate phosphodiesterase beta-3 (Homo sapiens), Q01970. AID 720704, 2013. 0.18% of 370,000 active. Purified PLC-beta3, fluorogenic substrate. inhibition, % at 12.2 µM; in the data active = inhibition above about 11%;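 note: 0% = median of compound wells on plate and 100% = full blocker control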
Target sequence (Q01970 whole entry, looked up): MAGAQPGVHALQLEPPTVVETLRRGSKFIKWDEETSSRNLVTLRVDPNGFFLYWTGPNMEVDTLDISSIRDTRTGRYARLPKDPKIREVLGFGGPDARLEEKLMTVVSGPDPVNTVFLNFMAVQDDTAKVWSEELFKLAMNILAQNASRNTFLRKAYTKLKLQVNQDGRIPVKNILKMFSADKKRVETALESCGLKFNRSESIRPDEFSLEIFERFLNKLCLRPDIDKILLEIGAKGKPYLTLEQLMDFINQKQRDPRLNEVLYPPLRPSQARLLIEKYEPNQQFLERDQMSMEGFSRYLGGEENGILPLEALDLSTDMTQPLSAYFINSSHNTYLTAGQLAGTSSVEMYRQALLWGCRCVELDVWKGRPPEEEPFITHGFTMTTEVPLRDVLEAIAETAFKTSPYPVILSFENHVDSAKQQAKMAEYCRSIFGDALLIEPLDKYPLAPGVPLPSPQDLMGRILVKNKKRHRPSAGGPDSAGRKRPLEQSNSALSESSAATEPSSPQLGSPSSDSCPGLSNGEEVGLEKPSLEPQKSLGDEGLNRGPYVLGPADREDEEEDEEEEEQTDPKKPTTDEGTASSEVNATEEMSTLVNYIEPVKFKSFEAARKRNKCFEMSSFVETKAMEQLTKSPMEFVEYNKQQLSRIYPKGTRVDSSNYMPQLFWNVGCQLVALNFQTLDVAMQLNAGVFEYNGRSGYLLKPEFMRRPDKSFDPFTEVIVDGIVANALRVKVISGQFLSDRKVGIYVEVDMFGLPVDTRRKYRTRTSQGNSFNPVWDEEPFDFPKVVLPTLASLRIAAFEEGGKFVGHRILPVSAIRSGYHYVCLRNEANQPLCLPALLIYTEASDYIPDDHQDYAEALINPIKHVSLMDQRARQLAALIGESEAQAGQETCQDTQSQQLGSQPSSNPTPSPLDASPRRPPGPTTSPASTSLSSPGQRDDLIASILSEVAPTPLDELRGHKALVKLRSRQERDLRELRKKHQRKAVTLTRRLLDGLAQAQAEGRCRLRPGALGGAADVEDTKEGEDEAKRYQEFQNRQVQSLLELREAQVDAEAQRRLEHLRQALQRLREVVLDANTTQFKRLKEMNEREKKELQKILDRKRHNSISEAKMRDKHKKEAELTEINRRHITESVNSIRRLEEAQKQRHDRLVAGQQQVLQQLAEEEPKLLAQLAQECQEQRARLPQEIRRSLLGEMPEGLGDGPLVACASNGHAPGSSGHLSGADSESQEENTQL
ssDAF-12 act: S. stercoralis DAF-12 nuclear receptor activators, primary screen, cell-based, luminescence, HEK293, GRIP1 co-expression, lit1-tk-luc. AID 652126, 2013. activation, % at 6.8 µM. HEK293 ssDAF-12/GRIP1 lit1-tk-luc reporter; % of 3 µM dafachronic acid response. 1% of 370,000 active;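 active = activation above the mean over all tested compounds plus 3 SD, cut at about 0.9% in these data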;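 note: 0% = DMSO-only wells and 100% = 3 µM delta7-dafachronic acid wells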
PLC-gamma1 inh: PLC-gamma1 enzyme inhibitors, primary screen, biochemical, fluorescence, purified enzyme; fluorogenic substrate; inhibition, % at 12.2 µM; 0.84% of 370,000 active; in the data active = inhibition above about 9.5%
ADAM10 inh: human ADAM10 inhibitors, primary screen, biochemical, QFRET, HTS; Disintegrin and metalloproteinase domain-containing protein 10 (Homo sapiens), O14672; recombinant ADAM10, EDANS/DABCYL FRET peptide cleavage, 3 h; inhibition, % at 7 µM; 0.62% of 370,000 active;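 active = inhibition above a per-campaign cutoff equal to the mean of compounds falling between control-based bounds plus 3 SD, cut at about 20% in these data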;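 note: 0% = DMSO wells while the 100% control is not disclosed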
DAX1 inh-2: DAX1 (NR0B1) inhibitors on StAR promoter, primary screen, cell-based, luminescence, SF-1 (NR5A1), full-length DAX-1. HEK293T StAR-luciferase reporter, SF-1/DAX-1 repression relief. inhibition, % at 6.8 µM. 1.1% of 370,000 active. AID 652010, 2013;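 active = inhibition above the mean over all tested compounds plus 3 SD, cut at about 3.6% in these data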;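 note: 0% = DAX-1 cells with DMSO and 100% = cells lacking DAX-1 with DMSO; higher inhibition means more luminescence from relief of DAX-1 repression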
* = called active by the depositor; . = not tested or not shown.

SMILES | FXN GAA850 act | DAX1 inh-1 | hgDAF12 agonist | sPLA2-III inh | ADAM17 inh | hcDAF-12 act | PLCb3 inh | ssDAF-12 act | PLC-gamma1 inh | ADAM10 inh | DAX1 inh-2
COc1cccc(C2Nc3ccccc3NC3=C2C(=O)CC(C)(C)C3)c1OC (centres undefined) | -2.1 | 0.8 | -0.9 | 0 | 2 | -0.5 | -8 | -0.2 | -4 | 9 | -0.2
O=C1CSc2ccc(S(=O)(=O)NCc3ccccc3)cc2N1 | 1.8 | -0.5 | 2.0 | -2 | 0 | 0.2 | -10 | -0.1 | 2 | -7 | -0.4
CC1Cc2ccccc2N1C(=S)Nc1cccc(S(=O)(=O)N(C)C)c1 (centres undefined) | -2.1 | 0.6 | -3.1 | 6 | -6 | 1.1 | 2 | -1.2 | -1 | -9 | -1.4
CCn1cc(C(=O)Nc2ccc3c(c2)OCCO3)c2cc(OC)c(OC)cc2c1=O | -3.6 | -0.8 | -6.2 | 10 | -1 | -2.1 | -1 | -2.5 | 1 | -5 | -2.9
Nc1c(C(=O)c2ccccc2)sc2nsc(SCCN3CCOCC3)c12 | -0.7 | . | 3.2 | -7 | -2 | 1.1 | -30 | -0.2 | -17 | 0 | -0.2
CCCCCN(C(=O)CSc1n[nH]c(-c2ccc(C)cc2)n1)c1c(N)n(CCCC)c(=O)[nH]c1=O | -0.3 | -0.3 | 1.9 | -16 | -4 | 0.4 | -5 | -0.4 | -4 | -7 | 1.7
COCCNc1nc(Oc2cccc(NC(C)=O)c2)c2sccc2n1 | 0.0 | . | -2.3 | 7 | -41 | -0.7 | -7 | -1.7 | -10 | -113 | -1.9
CCC(=O)N1CN(S(=O)(=O)c2ccc(C)cc2)CC1C (centres undefined) | -0.6 | 0.4 | -0.8 | 0 | 0 | -0.7 | 2 | -1.0 | 6 | 2 | -0.4
Cc1ccc(N(CC(=O)NCC2CCCO2)S(=O)(=O)c2ccc(Cl)cc2)cc1C (centres undefined) | 0.2 | -0.2 | -0.1 | -8 | 1 | -2.6 | 0 | -0.3 | 4 | -6 | -0.7
CCOP(=O)(OCC)C(NC(=O)c1cccs1)c1ccccc1 (centres undefined) | 0.2 | -0.1 | -0.4 | 2 | -2 | 0.1 | -4 | -0.8 | 1 | -14 | 0.0
COc1ccc(Br)cc1CN1CCCC(C(=O)N2CCCCC2)C1 (centres undefined) | 1.4 | 2.0 | 1.9 | 0 | -5 | -0.5 | 2 | -1.3 | 0 | -1 | -0.8
O=C(N/N=C/c1ccc([N+](=O)[O-])cc1)c1cccc(N2CCCC2=O)c1 | 0.9 | 1.7 | -9.4 | 2 | 1 | -3.6 | 0 | -1.6 | 4 | 7 | -3.8
COc1cc(C)c(NC(=O)c2cccc(S(=O)(=O)N3CCCC3)c2)cc1OC | -1.9 | 0.2 | -2.0 | -5 | 2 | -2.0 | 7 | -1.3 | 7 | 11 | -0.3
Cc1cc(NC(=S)N(CCCN2CCOCC2)Cc2ccco2)ccc1Cl | 0.7 | 1.0 | -2.0 | 8 | -1 | 0.0 | -4 | -1.1 | -5 | 0 | -0.3
Cc1cc(C)c(NC(=O)COC(=O)C2=COCCO2)c(Cl)c1 | 0.5 | -1.5 | 4.0 | 8 | -3 | 0.6 | -4 | -0.5 | 1 | -10 | -0.4
CS(=O)(=O)c1ccc(Cl)c(NC(=O)c2cc(S(=O)(=O)N3CCOCC3)ccc2N2CCCC2)c1 | 2.2 | 0.6 | -1.7 | 1 | -5 | -1.8 | -20 | -0.7 | -16 | -17 | 1.6
O=C(Nc1ccn(CCCNCc2cccc3ccccc23)c(=O)n1)OCc1ccccc1 | -1.6 | -0.8 | -5.2 | 4 | 2 | -1.4 | -3 | -0.9 | 2 | -9 | 1.2
CCC1(c2ccc(C)cc2)NC(=O)N(C(C)C(=O)Nc2ccc(N3CCOCC3)cc2)C1=O (centres undefined) | -0.7 | 0.8 | 0.7 | 1 | -1 | -1.0 | -7 | -1.3 | 2 | -12 | 0.4
Cn1nc(C(=O)NCCc2ccc(S(N)(=O)=O)cc2)c2c1-c1ccccc1S(=O)(=O)C2 | -1.3 | 0.3 | -1.4 | 3 | 0 | -1.8 | -3 | -0.5 | 3 | -6 | -0.5
Cc1ccc(Cn2c(NC(=O)c3ccco3)nc3ccccc32)cc1 | 0.9 | -0.3 | 1.4 | -2 | -2 | -1.9 | -9 | -0.6 | 2 | 5 | -1.0
COCCn1c(SCc2cccnc2)nnc1-c1c[nH]c2ccccc12 | 0.4 | -0.1 | 2.1 | -4 | -2 | -1.0 | 3 | -0.8 | 1 | -2 | -1.3
COc1ccc(CN(C)C(=O)c2ccc(NS(=O)(=O)c3ccc(C)c([N+](=O)[O-])c3)cc2)c(OC)c1OC | 6.1 | -1.3 | -2.3 | -28 | 0 | -2.6 | -6 | -1.5 | 2 | -3 | -2.7
Cc1ccc(CN(CC(=O)N/N=C/c2ccco2)S(=O)(=O)c2ccc(C)cc2)cc1 | 0.3 | 1.0 | -1.0 | -4 | 2 | -1.6 | -3 | -1.1 | 0 | 4 | 0.2
COc1ccc(C(=O)c2coc3ccc(O)c(CN(C)C)c23)cc1 | -2.2 | -1.7 | -2.5 | 1 | -4 | 1.6 | -6 | -1.1 | -4 | -19 | -0.5
COc1ccc(S(=O)(=O)N(C)C)cc1NC(=O)COC(=O)C1CC1 | -1.2 | -0.1 | 3.2 | -1 | 2 | 0.1 | -1 | -0.9 | 0 | -2 | 0.3
Carrying on:
SMILES | FXN GAA850 act | DAX1 inh-1 | hgDAF12 agonist | sPLA2-III inh | ADAM17 inh | hcDAF-12 act | PLCb3 inh | ssDAF-12 act | PLC-gamma1 inh | ADAM10 inh | DAX1 inh-2
COc1ccc(C(=O)Nc2c(C)csc2C(=O)O)cc1 | 1.2 | . | -2.0 | 10 | -3 | 0.2 | 2 | -1.5 | 4 | 0 | -0.3
Cc1ccc(C)c(NC(=O)C2CC3CCC2C3)c1 (centres undefined) | 1.2 | 1.2 | 1.9 | -4 | -3 | 0.7 | -6 | -1.4 | 1 | -2 | 0.2
Cc1nc2cc(F)ccc2n1C1CCN(S(=O)(=O)c2ccccc2)CC1 | -3.1 | 1.9 | 0.7 | -13 | 8 | -3.5 | 1 | -1.0 | 6 | 4 | -1.2
CC1CCCN(C(=O)CSc2cnc3ccccc3n2)C1 (centres undefined) | 3.2 | 2.6 | 5.7 | 2 | -8 | 2.4 | 0 | 0.2 | 1 | -2 | 2.2
CSc1ccccc1NC(=O)C1=CC(c2cccs2)=NS(=O)(=O)N1C | -2.3 | 1.1 | 1.6 | -7 | -1 | 3.3 | 0 | -0.4 | 1 | -4 | -0.8
COc1cccc(C(=O)C2CCCN(C(=O)c3cccc(C#CC(C)(C)O)c3)C2)c1 (centres undefined) | -0.8 | 0.1 | 1.9 | -6 | -3 | -0.5 | -1 | -1.9 | 2 | -2 | -1.1
COc1cc(/C=C2/SC(=S)N(CC(=O)Nc3nc4ccccc4s3)C2=O)cc(OC)c1OC | 4.9 | -0.3 | -0.5 | 0 | 0 | 2.5 | -12 | -1.1 | -4 | -1 | 0.5
O=C(NCc1ccccc1Cl)[C@H]1CCCN1C(=O)[C@H]1CCCN1C(=O)c1cccs1 | . | . | -3.9 | 3 | -1 | -1.2 | 4 | -1.0 | 0 | -6 | 3.0
O=C(NCC1CCCO1)C1CC(=O)N(C2CCCC2)C1 (centres undefined) | 2.0 | -0.1 | -0.4 | 7 | -4 | -0.7 | 3 | -0.7 | 0 | -4 | 0.2
O=S(=O)(c1cccc2cccnc12)N1CCCc2ccccc21 | 3.2 | -0.5 | -0.9 | 0 | -3 | -0.2 | -12 | -1.3 | 2 | 6 | -0.3
Cc1ccc(NC(=O)CCc2c(C)nn(-c3ccc(N4CCCCC4)nn3)c2C)cc1C | 1.6 | 0.8 | 2.9 | -9 | 0 | -1.4 | -10 | -0.9 | -4 | -1 | 2.4
C[C@H](CO)N1C[C@H](C)[C@@H](CN(C)Cc2ccc(Oc3ccccc3)cc2)Oc2c(NS(=O)(=O)c3cn(C)cn3)cccc2C1=O | 2.0 | -0.6 | 0.8 | -9 | 1 | 1.8 | -1 | -1.5 | 1 | -3 | 0.1
COc1cc(C(=O)OC2CCCCC2=O)cc(OC)c1C (centres undefined) | -1.2 | 1.0 | -2.1 | 5 | 0 | -1.7 | -2 | -1.8 | -4 | -9 | -1.3
Cc1nn(-c2ccccc2)c(C)c1NC(=O)COC(=O)CCOc1ccccc1 | 1.4 | 1.8 | -1.2 | 1 | 1 | -0.3 | 1 | -0.8 | 2 | 7 | 1.7
FC(F)(F)c1cc(-c2ccco2)nc2ncnn12 | -1.8 | -0.3 | -1.1 | 6 | -143 | -2.8 | -298 | -1.4 | -251 | -476 | -0.5
CCCCNS(=O)(=O)c1ccc(NS(=O)(=O)c2c(C)cc(C)cc2C)cc1 | -3.7 | -0.2 | 0.9 | -18 | -5 | -0.8 | -2 | -1.1 | -2 | -4 | 0.1
CCC1(c2ccccc2)NC(=O)N(CC(=O)NC2CCCCCC2)C1=O (centres undefined) | 0.7 | 0.4 | -0.4 | 16 | -2 | -0.3 | -6 | -0.7 | 5 | -14 | 0.4
COc1ccc(-c2cc(-c3n[nH]c(=S)n3-c3cc(OC)ccc3OC)[nH]n2)cc1 | 4.8 | 0.9 | -1.0 | 11 | 9.5* | -3.1 | 5 | -0.9 | 4 | 16 | -0.1
Cc1ccn2c(Nc3ccccc3)c(-c3ccccn3)nc2c1 | 1.9 | -0.4 | -3.2 | 20* | -14 | -2.3 | -19 | -1.4 | -11 | -32 | 0.0
CSc1nc2ccc(NC(=O)c3ccco3)cc2s1 | 6.5 | 2.0 | 18* | 3 | 0 | 4.3 | -1 | -0.8 | -2 | 4 | 2.4

Molecules shown so far that contain fluorine (two):
SMILES | FXN GAA850 act | DAX1 inh-1 | hgDAF12 agonist | sPLA2-III inh | ADAM17 inh | hcDAF-12 act | PLCb3 inh | ssDAF-12 act | PLC-gamma1 inh | ADAM10 inh | DAX1 inh-2
Cc1nc2cc(F)ccc2n1C1CCN(S(=O)(=O)c2ccccc2)CC1 | -3.1 | 1.9 | 0.7 | -13 | 8 | -3.5 | 1 | -1.0 | 6 | 4 | -1.2
FC(F)(F)c1cc(-c2ccco2)nc2ncnn12 | -1.8 | -0.3 | -1.1 | 6 | -143 | -2.8 | -298 | -1.4 | -251 | -476 | -0.5

Compound activity: PubChem, The Scripps Research Institute Molecular Screening Center
